RPL19A TOR yeast = modulators of TOR pathway RPL19A-GFP in S. cerevisiae; percent response vs DMSO, % at 10 µM; AID 2025; S. cerevisiae RPL19A-GFP strain, flow cytometry, 3 h; hits give low values; hit rate 0.3% among 330,000;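 active = percent response vs DMSO below 50%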;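 note: median channel GFP fluorescence of the barcoded RPL19A-GFP strain; ratio of sample median GFP to plate DMSO average so 100% = DMSO; lower means less RPL19A-GFP as with rapamycin TOR inhibition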
MEP2-GFP yeast = alters MEP2-GFP fluorescence in TOR pathway yeast screen | S. cerevisiae MEP2-GFP strain, flow cytometry GFP, 3 h; 100% = DMSO control level | GFP response vs DMSO, % at 10 µM | hit rate 0.51% among 330,000;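 active = GFP response versus DMSO above a set limit, roughly screen mean plus 3 SD, cut at about 180% in these data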;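 note: median GFP fluorescence of the barcode-gated MEP2-GFP cells per well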
Yeast superoxide = lowers age-related superoxide in aged yeast cells; hit rate 0.18% among 330,000; superoxide response (% of plate mean), % at 10 µM; AID 2690; S. cerevisiae aged cells, superoxide DHE fluorescence; hits give low values;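 active = superoxide response under a set limit, about three screen SD below normal, cut at about 65% in these data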;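 note: yeast aged for seven days with compound at 30 °C before DHE staining; 100% = average MFI of all compound-treated wells on the plate with controls excluded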
AHR act = activators of human aryl hydrocarbon receptor; AHR-responsive luciferase reporter cells, luminescence; hit rate 2.5% among 320,000; P35869; AID 2796; activation, % at 5 µM; in the data active = activation above about 47%;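 note: 0% = vehicle wells and 100% = reference agonist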
Target sequence (P35869 whole entry, looked up): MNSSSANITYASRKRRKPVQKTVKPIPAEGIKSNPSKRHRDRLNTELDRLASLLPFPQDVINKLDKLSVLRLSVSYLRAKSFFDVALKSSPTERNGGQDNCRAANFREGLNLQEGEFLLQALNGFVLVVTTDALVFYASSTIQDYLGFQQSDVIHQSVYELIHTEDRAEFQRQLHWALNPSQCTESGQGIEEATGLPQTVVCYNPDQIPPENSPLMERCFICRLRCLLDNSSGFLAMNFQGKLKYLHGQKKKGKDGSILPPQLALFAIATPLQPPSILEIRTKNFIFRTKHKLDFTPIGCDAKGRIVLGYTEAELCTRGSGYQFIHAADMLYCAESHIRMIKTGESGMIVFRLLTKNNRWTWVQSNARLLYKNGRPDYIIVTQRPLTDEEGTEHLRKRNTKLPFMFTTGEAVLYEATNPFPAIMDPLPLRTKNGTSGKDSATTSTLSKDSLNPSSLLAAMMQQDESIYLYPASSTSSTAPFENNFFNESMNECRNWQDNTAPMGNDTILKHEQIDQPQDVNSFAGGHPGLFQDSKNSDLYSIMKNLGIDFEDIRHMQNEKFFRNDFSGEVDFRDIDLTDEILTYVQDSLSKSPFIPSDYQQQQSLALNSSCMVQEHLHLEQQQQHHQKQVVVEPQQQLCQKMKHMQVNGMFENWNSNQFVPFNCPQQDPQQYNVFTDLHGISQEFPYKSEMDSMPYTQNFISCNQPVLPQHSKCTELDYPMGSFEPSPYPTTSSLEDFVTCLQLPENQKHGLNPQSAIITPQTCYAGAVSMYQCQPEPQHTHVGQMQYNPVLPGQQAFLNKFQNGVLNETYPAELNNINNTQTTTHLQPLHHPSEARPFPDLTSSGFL
GASC-1 inh = blocks human GASC-1 demethylase activity; Q9H3R0; GST-JMJD2C(1-420) H3K9me3 demethylation, DELFIA europium; inhibition, % at 2.35 µM; hit rate 0.069% among 330,000;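 active = more than half of a compound's replicate wells show inhibition beyond 50%, single wells judged on their own value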;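 note: signal counts dimethyl H3K9 product captured on neutravidin plate; 0% = median of DMSO wells and 100% = 0.3 times that DMSO median; strong numbers were not always called active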
proCasp7 act = activates human procaspase-7, counter-screen for procaspase-3 activators. recombinant procaspase-7, Ac-DEVD-pNA absorbance 405 nm; D23A/D198A/D206A triple mutant, cannot self-cleave; scale: DMSO 0, 5 µM enzyme 100. activation, % at 8.5 µM. hit rate 0.093% among 330,000. AID 463210;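 active = percent activation above the screen-wide mean plus 3 SD, cut at about 25% in these data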
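Material: Procaspase-7 triple mutant (PC-7 D3A) | Quantity: 2 µM procaspase-7 mutant as dispensed | Reagent: DEVD-pNA substrate | Times: 1 h preincubation, 2 h reaction | Technique: 405 nm absorbance of p-nitroaniline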
procasp3 activ = procaspase-3 (human) activation; P42574; recombinant procaspase-3 D3A, Ac-DEVD-pNA absorbance 405 nm; activation, % at 8.5 µM; hit rate 0.11% among 330,000;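 active = activation above the mean of all tested compounds plus 3 SD, cut at about 21% in these data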;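 note: 0% = DMSO alone and 100% = DMSO wells spiked with extra 5 µM PC-3 D3A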
Target sequence (P42574 whole entry D9A/D28A/D175A): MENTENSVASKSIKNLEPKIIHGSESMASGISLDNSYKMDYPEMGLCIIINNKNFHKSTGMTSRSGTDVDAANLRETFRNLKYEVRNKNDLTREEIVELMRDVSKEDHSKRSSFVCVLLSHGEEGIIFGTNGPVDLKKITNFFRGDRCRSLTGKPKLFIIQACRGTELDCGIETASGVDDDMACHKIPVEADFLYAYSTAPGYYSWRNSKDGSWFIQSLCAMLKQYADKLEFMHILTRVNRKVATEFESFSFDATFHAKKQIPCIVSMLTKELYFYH
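Test system: Procaspase-3 D3A mutant; medium: Zinc-free HEPES/NaCl buffer with 0.01% Triton X-100 at pH 7.4; reagent: DEVD-pNA substrate; doses: one concentration, 8.5 µM nominal, 0.8% DMSO; times: 1 h preincubation plus 2 h reaction at 25 °C; signal: Epi-absorbance at 405 nm of released p-nitroaniline, 0 and 120 min; replicates: singlicate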
LAP4 TOR yeast = yeast TOR pathway LAP4-GFP modulation | S. cerevisiae LAP4-GFP multiplex, flow cytometry GFP, 3 h; median GFP as percent of DMSO wells | hit rate 0.34% among 320,000 | GFP response vs DMSO, % at 10 µM;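 active = GFP response vs DMSO above a set limit, about the screen mean plus 3 SD, cut at about 150% in these data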
An asterisk follows results filed as active.

SMILES | RPL19A TOR yeast | MEP2-GFP yeast | Yeast superoxide | AHR act | GASC-1 inh | proCasp7 act | procasp3 activ | LAP4 TOR yeast
Cc1ccc(-c2c3c(=O)n(C)c(=O)n(C)c3cn2Cc2cccnc2)cc1 | 93.1 | 94.6 | 106.9 | 1.8 | 5.6 | -4.2 | -3.7 | 89.1
CCOc1cc(C(c2c(C)[nH][nH]c2=O)c2c(C)[nH][nH]c2=O)cc([N+](=O)[O-])c1O | 105.8 | 116.7 | 85.0 | -0.2 | 3.9 | 7.6 | 3.4 | 82.8
CN(Cc1nccs1)C(=O)C1CCC(=O)N(CCc2ccc(Cl)cc2)C1 (stereo unspecified) | 92.3 | 96.9 | 79.0 | 1.3 | 14.8 | -0.1 | -1.4 | 93.6
Cc1ccccc1NC(=O)Cc1nc(COC(=O)c2nc(Cl)ccc2Cl)cs1 | 107.3 | 100.7 | 79.6 | 2.7 | -1.7 | 6.1 | -4.1 | 109.7
Cc1cc(C)cc(N2C(=O)C3C4C=CC(C4)C3C2=O)c1 (stereo unspecified) | 89.2 | 95.8 | 108.5 | 0.2 | 2.2 | -9.3 | 8.4 | 90.3
NC(=O)c1cc2ccccc2o/c1=N/NC(=O)c1cccc(F)c1 | 101.9 | 94.0 | 109.2 | 52.6* | -8.0 | -11.2 | -6.9 | 85.6
CCSc1ccccc1C(=O)Nc1ccc([N+](=O)[O-])cc1OC | 98.7 | 98.6 | 122.5 | 15.4 | 2.1 | -14.1 | -13.3 | 102.9
COc1ccc(-c2n[nH]c(=S)n2-c2ccccc2C)cc1OC | 104.2 | 102.2 | 88.0 | 0.5 | -6.6 | -21.7 | 1.5 | 94.2
COc1cccc(C(c2nnnn2Cc2ccc(F)cc2)N2CCC(C(N)=O)CC2)c1OC (stereo unspecified) | 91.5 | 89.5 | 102.4 | 3.6 | 4.6 | 1.8 | -2.4 | 90.2
COCCn1c(-c2ccc(OC(F)(F)C(F)C(F)(F)F)cc2)nc2c1c(=O)[nH]c(=O)n2CC(C)C (stereo unspecified) | 89.2 | 89.0 | 105.9 | 0.8 | -7.6 | 3.6 | -0.2 | 84.9
Cc1nnc(C)n1/N=C/c1c(O)ccc2ccccc12 | 104.1 | 89.7 | 106.6 | 15.6 | -31.1 | -1.5 | -1.6 | 84.2
COc1ccc(C2(CNC(=O)/C=C/c3ccco3)CCCC2)cc1OC | 107.0 | 107.7 | 93.1 | -0.8 | 10.0 | -11.2 | 0.9 | 111.5
Cc1c(NC(=O)COC(=O)c2cc(-c3ccc(-c4ccccc4)cc3)nc3ccccc23)c(=O)n(-c2ccccc2)n1C | 92.1 | 96.0 | 140.6 | 11.0 | -13.7 | -23.9 | -41.8 | 109.1
Cc1ccc(-n2cc(CN3CCNC(=O)CC3)c(-c3ccc(F)cc3)n2)cc1 | 97.9 | 106.2 | 96.1 | -0.1 | 5.1 | 6.1 | 3.1 | 100.2
Cc1cccc(N2CCN(C(=O)c3cc(C)oc3C)CC2C)c1 (stereo unspecified) | 101.3 | 95.7 | 98.4 | 2.9 | -5.8 | 5.9 | -1.2 | 90.9
CCOC(=O)c1ccc(NC(=O)NC2CC3CCC(C2)N3Cc2nnnn2C(C)(C)C)cc1 (stereo unspecified) | 99.5 | 113.0 | 81.8 | -0.3 | 10.9 | -8.2 | -0.2 | 104.2
COc1cccc2c(=O)n(CC(=O)NC3CCCC3)ccc12 | 99.5 | 95.3 | 103.4 | 8.6 | 4.6 | 9.9 | 1.9 | 100.3
CCOCCCn1c(=S)[nH]c2ncccc2c1=O | 100.7 | 102.2 | 92.2 | 1.8 | -10.8 | -1.9 | 5.6 | 89.6
Cc1c(C(=O)N2CCCCC2)c(S(=O)(=O)NCc2ccc(F)cc2)c(C)n1C | 98.2 | 104.0 | 98.1 | 1.6 | 1.9 | -11.0 | 3.9 | 97.4
O=C(O)CC1S/C(=N/N=C/c2ccccn2)NC1=O (stereo unspecified) | 96.8 | 95.1 | 106.2 | 0.9 | -4.0 | -8.3 | 3.6 | 111.2
O=C(Nc1cccc(-n2cccn2)c1)C1CCCN(Cc2ccccc2F)C1 (stereo unspecified) | 100.0 | 99.6 | 121.1 | 13.9 | 1.0 | -4.3 | 1.4 | 96.5
CCOC(=O)c1cccc(S(=O)(=O)N2CCOCC2)c1 | 98.6 | 103.5 | 109.3 | 0.4 | 6.8 | -4.4 | -3.2 | 106.1
O=C(Nc1cccc(F)c1)c1ccccc1 | 101.1 | 99.3 | 98.6 | 2.5 | -3.0 | -2.5 | 12.5 | 110.1
Cc1cc(-c2ccc(C)c(S(=O)(=O)N3CCN(c4ccc([N+](=O)[O-])cc4)CC3)c2)on1 | 93.4 | 99.0 | 102.4 | 0.3 | 8.6 | -1.6 | -1.1 | 81.7

The final 2 compounds of the part above come first, to join the parts.
SMILES | RPL19A TOR yeast | MEP2-GFP yeast | Yeast superoxide | AHR act | GASC-1 inh | proCasp7 act | procasp3 activ | LAP4 TOR yeast
O=C(Nc1cccc(F)c1)c1ccccc1 | 101.1 | 99.3 | 98.6 | 2.5 | -3.0 | -2.5 | 12.5 | 110.1
Cc1cc(-c2ccc(C)c(S(=O)(=O)N3CCN(c4ccc([N+](=O)[O-])cc4)CC3)c2)on1 | 93.4 | 99.0 | 102.4 | 0.3 | 8.6 | -1.6 | -1.1 | 81.7
Nc1cc(N)nc(SCc2ccccc2)n1 | 106.9 | 106.1 | 91.5 | 15.4 | -3.3 | 4.0 | 9.3 | 102.7
Cc1ccc(CSc2nnc(-c3ccco3)n2N)cc1 | 108.5 | 96.8 | 105.4 | -0.7 | 14.0 | -6.7 | -0.4 | 102.1
COc1ccc(-n2c(=S)[nH]c3cc(C(=O)N4CCN(c5ccccc5)CC4)ccc3c2=O)cc1 | 106.2 | 100.3 | 105.6 | 0.6 | 15.6 | 5.9 | -2.7 | 94.6
CC12CCC(C(=O)NCc3ccccc3Cl)(CC1=O)C2(C)C (stereo unspecified) | 92.5 | 95.9 | 97.0 | 1.9 | 19.3 | 5.3 | -2.7 | 98.2
CCOc1ccccc1OCCn1nnc2ccccc21 | 101.4 | 100.8 | 84.7 | 9.1 | 7.4 | -3.8 | -0.9 | 102.6
O=C(O)/C=C/C(=O)Nc1ccc(OC(F)F)cc1 | 100.8 | 88.8 | 97.6 | 2.2 | 5.7 | -2.0 | -4.9 | 115.0
Cc1ccc(C)c(OCc2nc3ccccc3[nH]2)c1 | 95.4 | 96.4 | 92.9 | 11.5 | -4.0 | 1.0 | -0.3 | 98.5
Fc1ccc(NC(=S)N2CCOCC2)cc1Cl | 107.5 | 102.2 | 75.7 | 1.9 | 1.4 | -6.7 | 2.4 | 93.8
Cc1cccc(OCCCCn2c(CO)nc3ccccc32)c1 | 104.3 | 99.0 | 103.6 | -10.2 | -7.9 | 3.8 | 3.2 | 93.4
COCCn1c(Cc2cccn2C)nnc1SCC(=O)NCc1ccc2c(c1)OCO2 | 98.4 | 102.0 | 100.2 | 1.3 | -2.1 | -8.2 | -12.2 | 99.1
Clc1ccc(-[n+]2c(-c3cccc(Br)c3)[nH]c3nc4ccccc4nc32)cc1 | 96.0 | 99.5 | 110.4 | -3.1 | 4.8 | 2.4 | -6.3 | 115.5
COc1cccc(C(=O)NCCn2ccc3ccccc32)c1 | 95.1 | 95.3 | 104.4 | 15.2 | -5.5 | 7.8 | 4.6 | 97.2
O=C(Nc1nc(-c2cccs2)cs1)c1ccc([N+](=O)[O-])o1 | 88.4 | 84.4 | 113.3 | 27.8 | 3.6 | 2.9 | 0.6 | 146.9
CCNc1nc(SCCOc2ccc(C)cc2)nc(N(C)C)n1 | 102.3 | 104.8 | 98.4 | -5.1 | -5.1 | 8.2 | 5.2 | 108.3
Cc1nnc(SCC(=O)Nc2sccc2C#N)n1Cc1ccccc1 | 97.1 | 97.3 | 108.9 | 6.8 | 1.7 | 19.7 | 8.7 | 101.4
COc1ccc(CNc2cc(NCCCO)c([N+](=O)[O-])c3nonc23)cc1 | 119.6 | 117.0 | 99.5 | 5.6 | 2.6 | 5.8 | -0.9 | 99.0
C[C@]12C(=O)N(c3cccc(F)c3)C(=O)N1[C@H]1c3ccccc3OC[C@@H]1[C@H]2c1ccccc1 | 94.5 | 99.9 | 104.3 | 1.0 | -4.6 | 6.9 | 2.6 | 102.8
O=C(c1nc2ccccn2c1CNCCCn1nnc2ccccc21)N1CCOCC1 | 104.9 | 102.0 | 115.9 | 0.6 | 2.9 | 9.6 | -0.5 | 92.0
CCOC(=O)c1ccc(-n2c(CCC(=O)O)ccc2-c2ccc(F)cc2)cc1 | 102.5 | 102.3 | 105.6 | 2.4 | 4.3 | -16.5 | -0.3 | 105.6
CC1=C(C(=O)OC(C)C)C(c2cccs2)n2ncnc2N1 (stereo unspecified) | 96.3 | 96.8 | 92.5 | -0.7 | -9.0 | 5.4 | -9.9 | 98.2
CCN(CC)S(=O)(=O)c1cccc(-c2nnc(SCC(N)=O)n2C)c1 | 99.3 | 120.2 | 97.9 | 1.2 | -2.4 | 11.4 | -7.4 | 119.7
COCCn1c(N)c(C(=O)NS(=O)(=O)c2ccc(C)cc2)c(=O)[nH]c1=O | 93.0 | 95.7 | 91.0 | 0.6 | 7.7 | -1.8 | 3.0 | 87.6
O=C(NCCCOc1cccc(CN2CCCCC2)c1)c1ccc(Cl)c(Cl)c1 | 113.1 | 95.7 | 98.5 | -1.9 | -0.6 | 4.5 | 7.0 | 96.0
COCC(=O)N(Cc1cc2ccccc2[nH]c1=O)c1ccc(OC)cc1 | 98.9 | 91.1 | 97.8 | 3.6 | 0.3 | 6.6 | -1.4 | 95.1
COC(=O)c1c(N2C(=O)[C@H]3[C@@H](C2=O)[C@]2(C(=O)Nc4ccccc42)N2CCC[C@@H]32)sc(C)c1C | 96.5 | 95.2 | 113.2 | 6.3 | 3.8 | 4.2 | -2.1 | 106.2
CC1CCN(S(=O)(=O)c2ccc(NC(=O)CN3CCOCC3)cc2)CC1 | 102.2 | 100.6 | 102.2 | -0.6 | -32.7 | 5.3 | -2.8 | 99.6
CCc1ccc(NC(=S)N(CCOC)C2CCN(C(C)=O)CC2)cc1 | 105.0 | 92.4 | 103.6 | 0.4 | 10.2 | 9.0 | 3.3 | 92.9
COc1ccc(NC(=O)CN2CCN(c3ccc(F)cc3)CC2)cc1Cl | 100.2 | 109.0 | 114.5 | 0.2 | 2.4 | 7.8 | -0.5 | 100.3
COc1cc(C(=O)NNC(=O)c2ccccc2Br)ccc1OCC(=O)N1CCOCC1 | 96.2 | 99.9 | 100.5 | 0.6 | 7.6 | 0.6 | -15.3 | 104.1
O=C(Nc1ccccc1N1CCCC1)C1CCN(S(=O)(=O)c2ccc(F)cc2)CC1 | 98.4 | 95.1 | 95.5 | 4.8 | 18.5 | -6.5 | -3.5 | 106.7

Given in markdown: part of the list above
| Compound | RPL19A TOR yeast | MEP2-GFP yeast | Yeast superoxide | AHR act | GASC-1 inh | proCasp7 act | procasp3 activ | LAP4 TOR yeast |
| --- | --- | --- | --- | --- | --- | --- | --- | --- |
| COc1ccc(NC(=O)CN2CCN(c3ccc(F)cc3)CC2)cc1Cl | 100.2 | 109.0 | 114.5 | 0.2 | 2.4 | 7.8 | -0.5 | 100.3 |
| COc1cc(C(=O)NNC(=O)c2ccccc2Br)ccc1OCC(=O)N1CCOCC1 | 96.2 | 99.9 | 100.5 | 0.6 | 7.6 | 0.6 | -15.3 | 104.1 |
| O=C(Nc1ccccc1N1CCCC1)C1CCN(S(=O)(=O)c2ccc(F)cc2)CC1 | 98.4 | 95.1 | 95.5 | 4.8 | 18.5 | -6.5 | -3.5 | 106.7 |

Screening results from PubChem.

This is a random part of the collection (roughly 3.8% active in at least one column).
